Screens from PubChem.
TbREL1 inh – TbREL1 RNA ligase inhibitors, primary screen, biochemical, FRET fluorescence | TbREL1 RNA ligation | RNA-editing ligase 1, mitochondrial (Trypanosoma brucei brucei), P86926 | AID 1117264, 2014 | inhibition, % at 9.66 µM | hit rate 0.49% among 89,000;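 active = inhibition above the mean inhibition across all screened compounds plus 3 SD, cut at about 11% in these data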;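 note: 0% = plate median of test wells and 100% = NSC42067 control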
Target sequence (P86926 whole entry, looked up): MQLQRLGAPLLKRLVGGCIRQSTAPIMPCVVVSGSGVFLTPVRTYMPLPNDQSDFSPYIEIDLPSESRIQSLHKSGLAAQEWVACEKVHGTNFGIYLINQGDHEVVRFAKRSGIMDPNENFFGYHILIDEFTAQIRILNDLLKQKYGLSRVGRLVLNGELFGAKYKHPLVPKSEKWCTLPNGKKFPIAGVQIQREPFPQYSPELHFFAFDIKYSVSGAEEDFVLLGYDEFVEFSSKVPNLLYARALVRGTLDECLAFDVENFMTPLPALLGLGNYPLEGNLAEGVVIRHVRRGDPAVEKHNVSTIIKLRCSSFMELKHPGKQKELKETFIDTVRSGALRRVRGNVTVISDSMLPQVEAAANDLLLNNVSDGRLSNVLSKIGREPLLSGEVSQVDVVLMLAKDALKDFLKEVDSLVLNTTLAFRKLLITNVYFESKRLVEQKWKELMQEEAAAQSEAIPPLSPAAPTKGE
The depositor's hits bear a star.

structure | TbREL1 inh
O=C(COC(=O)C1CC1)Nc1ccc(Cl)cn1 | 3
Cc1onc(-c2ccccc2)c1C(=O)N(CC(C)C)c1c(N)n(CC(C)C)c(=O)[nH]c1=O | -1
COCCN1Cc2cccc(C(=O)Nc3ccc(S(=O)(=O)N4CCCCC4)cc3)c2C1=O | -1
OC(CN1C2=NCCCN2c2ccccc21)c1ccc(Cl)cc1 (stereo not drawn) | 2
C#CCN1C(=O)S/C(=C\c2ccc(-c3ccc(Cl)c(C(=O)O)c3)o2)C1=O | 0
CC(C)c1ccc(NC(=O)OC2CCC23CCC(c2ccccc2)CC3)cc1 (stereo not drawn) | 4
CCOC(=O)C1=CN(Cc2ccc(OC)cc2)C=C(C(=O)OCC)C1c1cccs1 | -2
CC(C)OC(=O)c1sc2nc3c(cc2c1N)C(=O)CCC3 | 0
O=C1COc2ccc(S(=O)(=O)N3CCC(C(=O)NCc4ccc(F)cc4)CC3)cc2N1 | -2
Cc1ccc(C)c(C(=O)COC(=O)C2CCN(c3ccc(C(F)(F)F)cn3)CC2)c1 | 0
C=CCN1C(=O)/C(=C\c2cccs2)C(C(=O)OC)=C1C | -1
CCOP(=O)(OCC)c1ccc2c(c1)C(=O)c1ccccc1-2 | 8
O=C(c1cc(COc2c(F)cccc2F)on1)N1CCSCC1 | -4
CCc1nc(N2CCC3(CC2)OCCO3)c2nnn(Cc3ccccc3)c2n1 | -1
CCOc1cc(-c2nnc(NC(=O)c3ccco3)o2)cc(OCC)c1OCC | -4
CC(=O)NS(=O)(=O)c1ccc(NC(=S)NC(=O)C2CCC2)cc1 | -1
CC(C)(C)c1ccc(/C=N/NC(=O)Cc2c[nH]c3ccccc23)cc1 | -3
S=c1[nH]nc(-c2ccco2)n1/N=C/c1ccccc1 | 0
COc1ccc(C(N)=S)cc1 | -1
Cc1ccc(N/N=C/c2cccnc2)cc1 | 0
OCc1ccccc1OCCCN1CCC(Cc2ccccc2)CC1 | 2
O=C(Nc1ccc(Cl)c(Cl)c1)c1csc(-c2ccccc2)n1 | 3
Cc1ccccc1S(=O)(=O)N(C)C[C@H]1OCc2cn(nn2)CCCC(=O)N([C@H](C)CO)C[C@@H]1C | 4
COc1ccccc1-c1cc(C(F)(F)F)nc(NCc2cccs2)n1 | -2
CCc1oc(C(=O)O)cc1COC | 0
CNc1nc(C)c(C(C)=O)cc1C#N | 1
C[C@@H]1CN([C@H](C)CO)C(=O)c2c(c3ccccc3n2C)-c2ccccc2CO[C@H]1CN(C)Cc1cccc(C(=O)O)c1 | -3
COc1cc(/C=C/CN2CCC(CO)(CC3CCCCO3)CC2)ccc1O (stereo not drawn) | -2
O=C(CSCc1ccc(Cl)cc1)Nc1ccc(S(=O)(=O)N2CCCCCC2)cc1 | 1
Nc1n[nH]c(N)c1N=Nc1cccc(F)c1 | 2
O=C(c1cccs1)N1CCN(c2ccccc2)CC1 | 0
COc1ccc(CCNC(=O)CCNS(=O)(=O)c2cccc(Cl)c2)cc1OC | 1
CSc1ccccc1NC(=O)CSc1nnc(CNC(=O)c2ccccc2F)n1C | 2
FC(F)(F)c1ccc(-c2nc3ccccc3s2)cc1 | 1
CNC(=O)c1ccc(NC(=O)CCNC(=O)Nc2ccccc2)cc1 | 1
CCn1c(CNC(=O)COc2ccc(C(C)C)cc2)nnc1SCC(=O)Nc1ccccc1C(C)C | -1
CN1CCN(c2ccc(NC(=O)COc3ccccc3)cc2Cl)CC1 | -1
Cc1nc2sc(C(c3ccccc3)N3CC(C)OC(C)C3)c(O)n2n1 (stereo not drawn) | -1
CCOCc1nnc(NC(=O)CCS(=O)(=O)Cc2ccccc2)s1 | 1
O=[N+]([O-])c1cc2c(cc1/C=N\NS(=O)(=O)c1ccccc1)OCO2 | -1
CN(C)S(=O)(=O)c1ccc(NC(=O)N2CCN(c3ccccc3)CC2)cc1 | 1
CCOc1ccc(N2CC(C(=O)NCc3ccc4c(c3)OCO4)CC2=O)cc1 (stereo not drawn) | -2
CCOC(=O)[C@]12CCC=C1N(Cc1ccco1)C(=O)[C@H](CC(=O)NCc1cccc(C(F)(F)F)c1)C2 | 6
O=C(c1ccc2c(c1)OCO2)N1CCCc2ccccc21 | 1
Cc1cccc(CSc2nc3sc(C)c(C)c3c(=O)n2Cc2ccco2)c1 | 0
Cc1ccc(NC(=O)c2cncc(Br)c2)cc1S(=O)(=O)N(C)C | -1
CC1CCC/C(=N\NS(=O)(=O)c2ccccc2)C1 (stereo not drawn) | 0
CC(=O)Nc1sc(C)c(C)c1C(=O)OCC(=O)NCc1ccccc1 | 0
Cc1cc(OC(=O)c2ccc(S(=O)(=O)N(C)C)cc2)cc(=O)o1 | 3
O=C1c2ccccc2C(=O)N1CC1c2ccccc2CCN1C(=O)C1CCCCC1 (stereo not drawn) | 0

Going on with the list:
structure | TbREL1 inh
Cc1c(C#N)c2ccccc2n1CC(=O)N1CCCc2ccccc21 | 1
O=C(O)C1=C[C@H](c2ccc(F)cc2)C[C@H](OCc2ccc(CO)cc2)O1 | 6
COc1ccc2c(=O)cc(-c3ccccc3)n(C)c2c1 | -4
Cc1cc(NS(=O)(=O)c2ccc(NC(=S)NC(=O)c3cccc(S(=O)(=O)N(C)C)c3)cc2)no1 | 3
O=c1cnn(Cc2ccc(F)cc2)c2ccccc12 | -1
O=c1c2ccccc2nnn1COc1ccc(F)cc1Cl | 1
CCOCCCn1c(SCC(=O)N2CCOCC2)nc2ccccc2c1=O | 5
CC(=O)c1ccc(N2CCN(C(=O)Nc3cccc(F)c3)CC2)cc1 | 5
O=C(O)c1ccc2cccc(Cl)c2c1O | 2
CC(C)(C)N(Cc1ccccc1)C(=O)COC(=O)C1CC(=O)N(Cc2ccccc2)C1 (stereo not drawn) | 2
Cc1ccc(C2=Nc3ccccc3N=C(c3ccc([N+](=O)[O-])cc3)C2)c(O)c1 | -1
COc1ccccc1N(CC(=O)NC1CCCCC1)C(=O)CCC(=O)Nc1nccs1 | 2
COc1ccccc1CNC(=O)COC(=O)c1c(C)nn(-c2ccccc2)c1Cl | -3
Cc1cccc(/C=N/NC(=O)NC23CC4CC(CC(C4)C2)C3)n1 | 0
O=C(NCc1ccccc1)C1=C[C@@H](c2ccc3c(c2)OCO3)C[C@@H](OCCCCO)O1 | 1
COC(=O)c1[nH]c2ccccc2c1NC(=O)c1ccccc1F | 0
Cc1ccc(CNC(=O)CN2CCCC(C)C2)cc1 (stereo not drawn) | -3
COc1cc(/C=N/NS(=O)(=O)c2ccc3ccccc3c2)ccc1OCc1ccc(C(=O)O)cc1 | -1
CCN1C(=O)N(C)[C@@H](c2ccccc2)C(C(C)=O)=C1C | 2
CSc1ccc(CN(C)C(=O)c2cc(Cl)c3c(c2)OCCO3)cc1 | 0
COc1ccc(CNC(=O)Nc2cc(C)cc(C)c2)cc1 | -1
CCN(CC)c1ccc(NC(=O)CSc2nc(C)cc(=O)[nH]2)cc1 | -4
CSc1nc(NCc2ccco2)c2sc3nc(C(C)C)c4c(c3c2n1)CC(C)(C)OC4 | -2
COc1ccc2c(c1)C[C@@H]1CC(C)(C)CN1S2(=O)=O | -3
N#Cc1ccc(Oc2ccc(-c3cnc4ccccc4n3)cc2)cc1C#N | 2

More entries.
structure,TbREL1 inh
COc1cccc([C@@H](NC(=O)C(F)(F)F)[C@@H]2CCCC=C2c2ccccc2)c1,0
CCOC(=O)C1CCCN(c2c(NCCc3ccc(S(N)(=O)=O)cc3)c(=O)c2=O)C1 (stereo not drawn),5
Cc1cccc(C)c1Nc1nnc(SCC(=O)NC(=O)c2cccn2C)s1,-3
C=CCn1c(SCC(=O)Nc2ccc(C(=O)OC(C)C)cc2)nnc1-c1cccs1,4
COc1ccc(O)c(/C=N/N=C2/C(=O)Nc3ccccc32)c1,1
COc1ccc(CCNC(=S)Nc2ccccc2C)cc1,-7
CN(C)NC(=O)C12CCC(C)(C(=O)O1)C2(C)C (stereo not drawn),0
CCOC(=O)c1[nH]c2ccccc2c1NC(=O)c1nonc1C,-1
O=C1CCc2cc(S(=O)(=O)N3CCN(Cc4cccc5c4OCO5)CC3)ccc2N1,-4
Nc1ccc2c(c1)C(=O)N(CCCCCC(=O)O)C2,-1

Compounds from the list above containing a furan ring, fused or not, in the order listed:
structure,TbREL1 inh
C#CCN1C(=O)S/C(=C\c2ccc(-c3ccc(Cl)c(C(=O)O)c3)o2)C1=O,0
CCOc1cc(-c2nnc(NC(=O)c3ccco3)o2)cc(OCC)c1OCC,-4
S=c1[nH]nc(-c2ccco2)n1/N=C/c1ccccc1,0
CCc1oc(C(=O)O)cc1COC,0
CCOC(=O)[C@]12CCC=C1N(Cc1ccco1)C(=O)[C@H](CC(=O)NCc1cccc(C(F)(F)F)c1)C2,6
Cc1cccc(CSc2nc3sc(C)c(C)c3c(=O)n2Cc2ccco2)c1,0
CSc1nc(NCc2ccco2)c2sc3nc(C(C)C)c4c(c3c2n1)CC(C)(C)OC4,-2

Back to the main list, starting two compounds before the break.
structure,TbREL1 inh
O=C1CCc2cc(S(=O)(=O)N3CCN(Cc4cccc5c4OCO5)CC3)ccc2N1,-4
Nc1ccc2c(c1)C(=O)N(CCCCCC(=O)O)C2,-1
COc1ccc(NC(=O)Cc2coc3cc(C)ccc23)cc1S(=O)(=O)N1CCOCC1,0
CCOC(=O)NC(=S)Nc1cccc(NC(=S)NC(=O)OCC)c1,-2
COC(=O)C1=C(C)N(c2ccc(OC)c(OC)c2)C(=O)C1,2
Fc1ccccc1/C=N/Nc1nc(N2CCCCC2)nc(N2CCCCC2)n1,1
Cc1ccc2nc3n(c(=O)c2c1)-c1ccc(Cl)cc1C(=O)NC3CC(C)C (stereo not drawn),-2
N#C/C(=N\Nc1cccc(Cl)c1)C(=O)c1ccccc1,4
CCCCN(C(=O)CN1C(=O)C2CCCCC2C1=O)c1c(N)n(CCCC)c(=O)[nH]c1=O (stereo not drawn),-1
Cc1ccc(S(=O)(=O)N2CCn3cccc3C2C)cc1 (stereo not drawn),-4
CN(C(=O)COC(=O)COc1ccc2c(c1)CCC2)c1c(N)n(Cc2ccccc2)c(=O)[nH]c1=O,5
CCOc1ccc(/C=N/NC(=O)c2ccoc2C)cc1OC,0

Two consecutive compounds out of the list so far, for reference:
structure,TbREL1 inh
Fc1ccccc1/C=N/Nc1nc(N2CCCCC2)nc(N2CCCCC2)n1,1
Cc1ccc2nc3n(c(=O)c2c1)-c1ccc(Cl)cc1C(=O)NC3CC(C)C (stereo not drawn),-2

Additional compounds follow.
structure,TbREL1 inh
COc1cc(CO)cc(Br)c1OCC(=O)O,-4
CCC(C)NC(=O)CN(c1ccc2c(c1)OCO2)S(=O)(=O)c1c(C)n[nH]c1C (stereo not drawn),6
COc1ccc(N2CCN(Cc3cc(=O)c(OCC(=O)Nc4ccccc4)co3)CC2)cc1,-4
CC(C)(C)c1ccc(-c2nnc3n2N=C(c2ccc4ccccc4c2)CS3)cc1,5
COc1cncc(-c2cnc3sc(NCCc4ccccn4)nn23)c1,1
COc1ccc(NC(=O)Nc2cnccn2)c(OC)c1,-1
CCN(CCCNC(=O)CCn1c(=O)[nH]c2ccccc2c1=O)c1ccccc1,1
COc1ccc(N2CCN(Cc3nc(-c4ccc(Cl)cc4Cl)no3)CC2)cc1,-6
Cc1cccc(C)c1NC(=O)C(c1cccc([N+](=O)[O-])c1)N(C)C(=O)c1ccccn1 (stereo not drawn),0
CSc1ccc(-c2cc3c(c4c2ccn4C)C2CCC3O2)cc1 (stereo not drawn),4
COc1ccc(NC(=O)COC(=O)CCSc2ccccc2)cc1OC,7
OCC[C@H]1C[C@H](O)[C@@H](O)[C@@]2(OCc3ccccc32)O1,-1
CCc1ccccc1NC(=O)[C@@H]1CCCN1S(=O)(=O)c1cccc2cccnc12,-1
Clc1cccc(Nc2c3c(nc4ncnn24)CCC3)c1,4
O=C(COC(=O)CNC(=O)C1CCCCC1)NCc1ccccc1,-1
CC(NC(=O)C1CCCN(S(=O)(=O)c2cnc[nH]2)C1)c1ccccc1 (stereo not drawn),-1
COc1cc(OC)c(C(=O)Nc2ccc(S(=O)(=O)Nc3ncccn3)cc2)cc1OC,1
COc1ccccc1OCCNC(=O)CCNS(=O)(=O)c1ccc(C)cc1,-1
O=C(OCc1cn(Cc2cc(F)ccc2F)nn1)N1CCOCC1,2
COC(=O)[C@]12C[C@H](CC(=O)NCc3cccc4ccccc34)C(=O)N(CCC3=CCCCC3)C1=C[C@H](C1CCCC1)O[C@@H]2C,-3
O=C(COc1ccc(Cl)cc1)NCCCNC(=O)c1ccccn1,1
CCSc1ccccc1C(=O)Nc1cc(C)on1,-1
COc1ccc(NC(=O)CSc2nnc(-c3ccncc3)n2C)cc1,2
COc1cc(NC(C)CCCN)c2ncccc2c1Oc1ccccc1 (stereo not drawn),1
Cc1cc(Nc2cccc(Cl)c2C)n2ncnc2n1,-2
Cc1ccc(-c2nc(NC(=O)CSc3nnc(C)s3)ns2)cc1,-3
Cc1cc(C(=O)CC#N)c(C)n1CC(F)(F)F,0
CN(C(=O)Cn1cc(C(F)(F)F)ccc1=O)c1c(N)n(Cc2ccccc2)c(=O)[nH]c1=O,4
O=C(Nc1ccc(Cl)cc1)N1CCC(c2nc(-c3cccs3)no2)CC1,-1
Cc1ccc(NC(=O)c2cc(S(=O)(=O)N(C)C)ccc2N2CCCC2)cc1S(=O)(=O)N(C)C,-1
CCn1cc(C2=NOC(C(=O)Nc3c(C)nn(Cc4ccc(F)cc4)c3C)C2)c(C)n1 (stereo not drawn),-3
O=C(NCc1ccc2c(c1)OCO2)c1cc(=O)[nH]c2ccccc12,2
C/C(=N\NC(=O)CNC(=O)c1ccco1)c1ccc(Br)cc1,-3
C=C(C)CN(CC)C(=O)CSc1nc(O)cc(=O)n1C1CCCC1,-3

Only part of the results is shown; count on the stated rates, not on these rows.
